sEH inhibitor – soluble epoxide hydrolase inhibitors, primary screen, biochemical, human sEH | 0.34% of 91,000 active | Bifunctional epoxide hydrolase 2 (Homo sapiens), P34913 | recombinant human sEH enzymatic activity assay | inhibition, % at 2 µM; in the data active = inhibition above about 80%; also: values of inactives mirror those of a sister screen read the other way; many of its hits are not listed in these tables
Target sequence (P34913 whole entry, looked up): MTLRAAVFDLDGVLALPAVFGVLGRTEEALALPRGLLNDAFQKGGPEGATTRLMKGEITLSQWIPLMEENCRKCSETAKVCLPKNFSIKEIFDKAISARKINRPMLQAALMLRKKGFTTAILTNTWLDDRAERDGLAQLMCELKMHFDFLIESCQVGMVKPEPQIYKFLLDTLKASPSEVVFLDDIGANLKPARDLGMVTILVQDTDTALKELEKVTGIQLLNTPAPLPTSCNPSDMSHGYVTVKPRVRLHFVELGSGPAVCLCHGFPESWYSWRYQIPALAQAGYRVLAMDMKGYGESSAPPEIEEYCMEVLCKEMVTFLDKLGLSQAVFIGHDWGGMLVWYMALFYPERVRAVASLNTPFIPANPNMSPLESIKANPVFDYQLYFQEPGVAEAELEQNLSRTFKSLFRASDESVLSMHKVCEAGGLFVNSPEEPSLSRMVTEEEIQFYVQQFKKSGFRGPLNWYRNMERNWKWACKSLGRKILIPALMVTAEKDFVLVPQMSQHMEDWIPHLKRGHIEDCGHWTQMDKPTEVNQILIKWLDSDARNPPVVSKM
F-actin modifier – modifiers of F-actin cytoskeleton organization, primary screen, imaging, HUVEC, phalloidin staining, high-content imaging; inhibition, % at 2 µM; HUVEC TNFa F-actin phalloidin imaging; 0.18% of 91,000 active;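 active = inhibition above the batch mean plus 3 SD and confirmed as a hit by visual image inspection, cut at about 30% in these data, passing the limit was not always enough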; also: strong numbers were not always called active
TNFa cytotox – cytotoxicity in TNFa-stimulated HUVEC, primary screen, cytotoxicity control for VCAM1 expression modulator project, imaging, Hoechst nuclei count. 0.17% of 93,000 active. HUVEC TNFalpha-stimulated, Hoechst cell count. cell count reduction, % at 2 µM;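 active = cell count reduction exceeding the screen mean by over 5 SD, scaled to untreated wells per plate, cut at about 78% in these data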;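 also: cells counted after 24 h of TNF alpha exposure following the 1 h pretreatment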
Plk1 PBD FP – Plk1 polo box domain binding inhibitors, primary screen, biochemical, fluorescence polarization; 0.13% of 97,000 active; AID 693, 2007; inhibition, %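 (tested at about 20 µM)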; Plk1 PBD phosphopeptide binding; Serine/threonine-protein kinase PLK1 (Homo sapiens), P53350; in the data active = inhibition above about 34%, passing the limit was not always enough
HUVEC tox IL1B – cytotoxicity in IL-1B stimulated HUVEC, primary screen, cytotoxicity control for IL-1B NFkB translocation project, imaging, Hoechst nuclear count, IL-1B stimulus; HUVEC cell count loss; cell count reduction, % at 2 µM; 0.41% of 94,000 active;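 active = cell count reduction more than 3 SD above the screen-wide mean, cut at about 70% in these data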;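 also: normalized per plate to untreated control cells as the no-loss baseline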
E coli WT exp – growth inhibitors of wild-type E. coli, primary screen, strain BW25113, expanded library, OD600 | OD600 absorbance | growth inhibition, % at 100 µM | 0.15% of 98,000 active | AID 710, 2007;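 active = growth inhibition above about 50% at one test dose, limit read from the data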;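 also: growth measured after 20 h incubation at 37 °C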
PLK1 inh – human PLK1 kinase inhibitors, primary screen, biochemical, TR-FRET | recombinant PLK1 kinase, TR-FRET peptide phosphorylation | inhibition, % at 10 µM | 0.53% of 97,000 active;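 active = inhibition of 50% or more in the single-concentration screen; inactive = inhibition below 50%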;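 also: 0% = DMSO max control and 100% = H-89 dihydrochloride min control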
VCAM1 TNFa inh – inhibitors of TNFa-induced VCAM1 expression, primary screen, imaging, HUVEC, TNFa stimulus, immunofluorescence; AID 802, 2007; 0.48% of 95,000 active; inhibition, % at 2 µM; HUVEC TNFa-induced VCAM-1 immunofluorescence, high-content imaging;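 active = inhibition above the batch mean plus 3 SD, with images confirmed as a hit by eye, cut at about 37% in these data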;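 also: 0% = TNF-stimulated DMSO wells and 100% = unstimulated control wells; not every result past the cut was called active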
DAT uptake mod – changed hDAT dopamine uptake under cocaine IC80, either direction, primary screen, cocaine antagonist project, cell-based, LLC-PK1 hDAT, [14C]-dopamine uptake, MLSMR | AID 449768, 2010 | Sodium-dependent dopamine transporter (Homo sapiens), Q01959 | B-score at 10 µM | 1.3% of 110,000 active | LLC-PK1 hDAT cells, [14C]-dopamine uptake with cocaine IC80; actives deviate in either direction;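 active = Z score or B-score, a plate-position-corrected score, falls beyond the plate's 99.7% confidence bounds, in either direction; inactive = both scores lie inside the 99.7% bounds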;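 also: scored against the spread of the other compound wells on the same plate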
Starred values were filed as active, the others as inactive; · = not tested or not shown.

SMILES | sEH inhibitor | F-actin modifier | TNFa cytotox | Plk1 PBD FP | HUVEC tox IL1B | E coli WT exp | PLK1 inh | VCAM1 TNFa inh | DAT uptake mod
COc1ccc(S(=O)(=O)N2CCC(C(=O)N3CCCCC3)CC2)cc1Cl | 4 | -4 | -8 | -26 | -1 | 8 | -10 | -10 | 1.5
O=C(Nc1cc(C(F)(F)F)ccc1N1CCOCC1)c1cccs1 | 4 | 7 | -11 | 8 | -32 | -11 | 1 | 13 | 0.063
CCn1nnc(NC(=O)c2cc3ccccc3o2)n1 | 11 | -20 | -33 | 21 | -17 | 1 | 2 | -16 | 0.54
CCOc1ccc(Nc2cc(=O)oc3ccccc23)cc1 | -2 | 0 | -10 | 8 | 4 | -5 | -20 | 12 | 1.4
NC(=O)c1ccc(C(F)(F)F)n(Cc2c(Cl)cccc2Cl)c1=O | -4 | -8 | -2 | -2 | -54 | -9 | 4 | 0 | 1.5
CCOC(=O)c1nonc1NC(C)=O | -2 | -2 | -3 | 20 | -14 | · | -12 | 30 | -0.95
CNS(=O)(=O)c1cccc(C(=O)OC2CCCCC2=O)c1 (stereo unspecified) | -23 | -9 | -6 | -5 | 27 | 5 | 0 | -7 | 1.3
Cc1cc(C(=O)CSc2nnc(-c3ccco3)o2)c(C)n1-c1ccc2c(c1)OCCO2 | -9 | -3 | -22 | 18 | -2 | -6 | -7 | 8 | -1.9
CCCCOc1ccc(CSC(CC(=O)O)C(=O)O)cc1 (stereo unspecified) | 8 | -22 | -7 | 17 | -22 | -10 | -5 | 13 | -0.89
NC(=O)c1ccsc1NC(=O)C1CCCN1S(=O)(=O)c1ccc(Cl)cc1 (stereo unspecified) | -24 | 20 | -54 | 42 | -2 | 7 | -4 | -8 | 0.8
CCN(CC)CCNc1ccnc2cc(Cl)ccc12 | 0 | -6 | -12 | 28 | -14 | 8 | -3 | 14 | -0.027
O=C(Oc1ccc(-c2ccccc2)cc1)N1CCCCC1 | -12 | 0 | -7 | 1 | -18 | -2 | -15 | -7 | -0.43
CN1CCCN(C(=O)Cc2c(Cl)cccc2Cl)c2nc3ccccc3nc21 | -10 | 3 | -12 | -49 | -16 | -11 | 0 | 6 | -0.0047
O=C(Cc1ccc(NS(=O)(=O)c2ccc(F)cc2)cc1)NCc1ccccc1 | 16 | -11 | -8 | -23 | 7 | 7 | 0 | 16 | 0.038
O=C(O)CCCN1C(=O)NC2NC(=O)NC21 (stereo unspecified) | 10 | 5 | -28 | 6 | -6 | -2 | 0 | 4 | -0.17
O=C(NC1CCCCC1)C(c1ccccc1)N(C(=O)Cc1ccsc1)c1ccccc1 (stereo unspecified) | 1 | 2 | 1 | 35 | -10 | -12 | -7 | -4 | -0.64
Cc1cccn2c(=O)c3cc(C(=O)NCCN4CCOCC4)c(=N)n(CCc4ccccc4)c3nc12 | -4 | -37 | 17 | -28 | 0 | -2 | 1 | 4 | ·
CCOC(=O)Nc1ccc(S(=O)(=O)Nc2nc(C)cc(C)n2)cc1 | 3 | 2 | 30 | -27 | 4 | 2 | -17 | 20 | 0.96
COc1ccc(NC(=O)C(=O)NCCN2CCN(C(=O)c3cccs3)CC2)cc1 | 16 | -4 | -3 | -21 | 14 | · | -1 | 12 | 0.33
O=C(NC1CCS(=O)(=O)C1)Oc1ccccc1 (stereo unspecified) | 6 | 18 | -38 | -5 | · | -1 | 1 | -6 | 0.93

Next part, starting with the last 4 of the part before.
SMILES | sEH inhibitor | F-actin modifier | TNFa cytotox | Plk1 PBD FP | HUVEC tox IL1B | E coli WT exp | PLK1 inh | VCAM1 TNFa inh | DAT uptake mod
Cc1cccn2c(=O)c3cc(C(=O)NCCN4CCOCC4)c(=N)n(CCc4ccccc4)c3nc12 | -4 | -37 | 17 | -28 | 0 | -2 | 1 | 4 | ·
CCOC(=O)Nc1ccc(S(=O)(=O)Nc2nc(C)cc(C)n2)cc1 | 3 | 2 | 30 | -27 | 4 | 2 | -17 | 20 | 0.96
COc1ccc(NC(=O)C(=O)NCCN2CCN(C(=O)c3cccs3)CC2)cc1 | 16 | -4 | -3 | -21 | 14 | · | -1 | 12 | 0.33
O=C(NC1CCS(=O)(=O)C1)Oc1ccccc1 (stereo unspecified) | 6 | 18 | -38 | -5 | · | -1 | 1 | -6 | 0.93
O=C(N/C(=N\O)c1ccccc1)Nc1ccc(Cl)cc1 | 13 | 1 | 1 | 12 | 25 | 5 | -2 | -4 | 0.23
COc1ccc(/C=N/n2c(-c3ccco3)nc3ccccc3c2=O)cc1 | -3 | 8 | -8 | -9 | 11 | · | -13 | -4 | -0.47
COc1ccc(NC(=O)CN2CCN(c3ccccc3Cl)CC2)cc1 | 10 | 2 | -36 | -15 | -39 | · | 3 | -6 | 1.7
Cc1nn(Cc2ccc([N+](=O)[O-])cc2)c(=O)n1-c1ccc(F)cc1 | · | · | · | -22 | · | 6 | -14 | · | 0.64
CCN(CC)C(=O)CSc1nc2ccccc2c(=O)n1CCC(=O)NCc1ccc(F)cc1 | 24 | 12 | -23 | -10 | -32 | -1 | -11 | 17 | 0.5
CCOC(=O)C(C)Sc1ncc(OC)c(=O)[nH]1 (stereo unspecified) | 5 | -35 | 0 | 16 | -32 | -8 | -10 | 15 | -0.89
COc1ccc(-c2n[nH]c(C)c2-c2cnn(-c3ccccc3)c2)c(O)c1C | 4 | 17 | -14 | -17 | · | -12 | -11 | -1 | -1.2
CCOC(=O)C1=C(N)N2C(=O)C(C)SC2=C(C(=O)OC)C1c1ccccc1OC (stereo unspecified) | -2 | 9 | -14 | 11 | -12 | -2 | -15 | -6 | -0.25
Cc1ccc(CSc2nnc(-c3cccnc3)n2N)cc1 | 2 | -2 | -13 | 25 | -7 | -1 | 2 | 11 | -0.094
CC(=O)c1cccc(NC(=O)Nc2ccc3c(c2)N(C)C(=O)CS3)c1 | 31 | -22 | -8 | 0 | 16 | 24 | 5 | 6 | 0.86
CC(C)(C)C1(C)OC(C(N)=O)C(C(N)=O)O1 (stereo unspecified) | · | 4 | 4 | -7 | · | 0 | -7 | 12 | 0.22
Cc1cc(C)n2nc(SCN3C(=O)c4ccccc4C3=O)nc2n1 | · | -21 | -2 | -22 | -10 | -5 | -7 | 14 | -0.6
CNC(=S)N1N=C(c2ccc(C)cc2)CC1c1ccc(OC)cc1 (stereo unspecified) | -7 | 5 | -32 | 22 | -4 | -16 | -13 | -8 | 0.63
CCN(CCCNC(=O)CCc1nc(-c2ccc(OC)cc2)no1)c1cccc(C)c1 | 39 | 2 | -10 | 14 | 7 | -4 | -26 | 5 | 0.29
CCc1ccc(NC(=S)NC2CC3CCC(C2)N3Cc2ccco2)cc1 (stereo unspecified) | -7 | 6 | -8 | -10 | -11 | -3 | -15 | 17 | -0.71
CCOC(=O)CSc1nnc(Cc2ccccc2)n1Cc1ccco1 | 7 | 10 | -4 | 22 | 4 | 5 | -1 | 12 | 0.22
COc1ccc(Cc2nc(-c3ccc(Br)o3)no2)cc1OC | -16 | 2 | -22 | -29 | 6 | 9 | -10 | -5 | -0.22
CNC(=S)NNC(=O)CCn1nc(C)c(Br)c1C | 7 | 5 | -1 | -4 | -1 | 6 | -10 | -27 | -0.5
O=C1c2ccccc2C(=O)N1CCc1nn[nH]n1 | -1 | 0 | 2 | -10 | -29 | -4 | -9 | 8 | 0.055
CCCN(CCC)c1ncnc2c1cnn2-c1ccc(OC)cc1 | -11 | 7 | -15 | 16 | -6 | 1 | -1 | -17 | 2.5

Pulled one by one from the list above, two records:
SMILES | sEH inhibitor | F-actin modifier | TNFa cytotox | Plk1 PBD FP | HUVEC tox IL1B | E coli WT exp | PLK1 inh | VCAM1 TNFa inh | DAT uptake mod
Cc1cc(C)n2nc(SCN3C(=O)c4ccccc4C3=O)nc2n1 | · | -21 | -2 | -22 | -10 | -5 | -7 | 14 | -0.6
CCOC(=O)C(C)Sc1ncc(OC)c(=O)[nH]1 (stereo unspecified) | 5 | -35 | 0 | 16 | -32 | -8 | -10 | 15 | -0.89

(cont.)
SMILES | sEH inhibitor | F-actin modifier | TNFa cytotox | Plk1 PBD FP | HUVEC tox IL1B | E coli WT exp | PLK1 inh | VCAM1 TNFa inh | DAT uptake mod
Cc1nc2c(cnn2-c2ccc(Cl)cc2)c(=O)n1-c1ccc(N2CCC(C)CC2)cc1 | -14 | 13 | -7 | -3 | 6 | -7 | -4 | 16 | ·
Cc1cc(OCCCCN2C(=O)NC(C)(C)C2=O)cc(C)c1Cl | 2 | 5 | 3 | -7 | -18 | 1 | -2 | 15 | 0.63
CCN1C(=O)C(CC(=O)Nc2ccc(OC)cc2)N(Cc2cccnc2)C1=S (stereo unspecified) | -17 | -26 | -5 | -15 | -1 | 1 | -13 | -7 | -0.33
Clc1ccccc1OCc1nc(-c2ccc(Br)o2)no1 | · | -12 | 4 | 8 | 7 | -1 | -16 | 10 | 0.61
CCC1(CC)C(=O)NC(=O)NC1=NCCc1ccc(O)cc1 | -11 | -24 | 6 | -9 | -22 | -3 | -17 | -4 | -0.031
COc1ccc(NC(=O)c2cnn3c(C(F)(F)F)cc(-c4ccco4)nc23)cc1OC | 7 | -5 | -37 | 23 | -54 | -10 | -13 | -23 | -0.53
CN(O)/C=C1\C(=O)Nc2ccccc21 | 1 | 1 | -13 | 13 | 7 | 8 | -14 | 11 | -0.94
O=C(NCN1CCc2ccccc2C1)c1ccccc1 | 0 | -53 | -4 | -28 | -163 | 11 | -1 | 8 | -0.91
Cc1cc(C)n(CC(O)COCc2ccccc2)n1 (stereo unspecified) | -11 | 0 | · | -10 | 14 | 1 | -7 | · | -0.035
COc1ccc(C(=O)NCCn2cc(SCC(=O)N3CCOCC3)c3ccccc32)cc1 | 16 | · | -1 | 2 | 2 | 1 | -5 | 22 | 0.013
NC(=O)Nc1ccc(F)cc1 | 1 | 10 | -26 | 30 | -16 | 5 | -5 | -3 | -0.66
c1ccc(Cc2nnc3sc(-c4ccccn4)nn23)cc1 | 0 | -2 | -13 | -18 | 35 | 4 | -15 | -9 | 0.57
CCOC(=O)c1c(NC(=S)Nc2ccc(F)cc2)sc2c1CCC2 | 0 | -14 | -50 | -6 | 6 | -8 | -11 | -35 | -0.52
COc1ccc(-c2cn3cc(Cl)ccc3n2)cc1OC | 4 | 7 | -7 | -14 | -4 | -5 | -10 | 2 | 0.93
NS(=O)(=O)c1ccc(NC(=O)CSc2ccccn2)cc1 | -10 | 8 | -27 | -2 | -7 | 12 | -9 | -12 | -0.6
CCN(CC)C(=O)CSc1nnc(-c2cnccn2)n1-c1ccccc1 | 10 | 12 | -32 | 16 | -22 | 2 | -7 | 22 | -0.1
O=C1CNC(=O)N1Cc1ccc(Br)cc1 | 3 | 12 | -34 | -9 | -32 | 8 | 1 | -4 | -0.93
CC1CN(C(=O)C(C)Sc2nc3ccccc3s2)CC(C)O1 (stereo unspecified) | -14 | -7 | -4 | -18 | -5 | -3 | -6 | -14 | 0.4
Cc1nn(Cc2ccccc2Cl)c(C)c1C(=O)NCc1ccco1 | 1 | -6 | -31 | 12 | -66 | 7 | -4 | -3 | -0.029
CCc1ccccc1NC(=O)c1cc2sccc2n1C | -6 | 15 | -12 | -3 | -24 | -3 | -17 | 0 | 0.2
Cc1cc(/C=C2\SC(=Nc3ccc(F)cc3)NC2=O)c(C)n1-c1ccc(S(N)(=O)=O)cc1 | 11 | 31* | 16 | -4 | -1 | 0 | -10 | 41 | -0.15
Cc1ccc(/C=C/c2ccc(=O)n(Cc3ccccc3Cl)n2)cc1 | -4 | -5 | -2 | -1 | 3 | -5 | -27 | 28 | 0.39
